# From PubChem BioAssay
# DT40 TDP1 CPT = qHTS for Inhibitors of human tyrosyl-DNA phosphodiesterase 1 (TDP1): qHTS in cells in presence of CPT; Potency, µM (highest dose often 46.2 µM), inactives show at the highest dose activity change, negative = growth inhibition, actives largely listed as inhibitors; 420,000 tested, 12% active; AID 686979, 2013; chicken DT40 Tdp1-/-;hTDP1 cells + 20 nM CPT, ATP luminescence, 48 h; further: nearly all actives have a fitted effect of over 55% in size
#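 Cell growth measured by CellTiter-Glo luminescence after a minimum 48 h, 37 C compound exposure with 20 nM CPT in Tdp1-knockout DT40 cells stably expressing hTDP1, seeded 400/well; qHTS titration format.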
# KAT2A inh = qHTS Assay for Inhibitors of GCN5L2; Potency, µM (series often up to 58.9 µM), without a hit: top-dose activity change, negative = inhibition, usual class: inhibitors; Histone acetyltransferase KAT2A (Homo sapiens), Q92830; 390,000 tested, 0.21% active; GCN5L2 HAT assay, ThioGlo1 CoA-SH fluorescence; AID 504327, 2011
# Target sequence (Q92830 whole entry, looked up): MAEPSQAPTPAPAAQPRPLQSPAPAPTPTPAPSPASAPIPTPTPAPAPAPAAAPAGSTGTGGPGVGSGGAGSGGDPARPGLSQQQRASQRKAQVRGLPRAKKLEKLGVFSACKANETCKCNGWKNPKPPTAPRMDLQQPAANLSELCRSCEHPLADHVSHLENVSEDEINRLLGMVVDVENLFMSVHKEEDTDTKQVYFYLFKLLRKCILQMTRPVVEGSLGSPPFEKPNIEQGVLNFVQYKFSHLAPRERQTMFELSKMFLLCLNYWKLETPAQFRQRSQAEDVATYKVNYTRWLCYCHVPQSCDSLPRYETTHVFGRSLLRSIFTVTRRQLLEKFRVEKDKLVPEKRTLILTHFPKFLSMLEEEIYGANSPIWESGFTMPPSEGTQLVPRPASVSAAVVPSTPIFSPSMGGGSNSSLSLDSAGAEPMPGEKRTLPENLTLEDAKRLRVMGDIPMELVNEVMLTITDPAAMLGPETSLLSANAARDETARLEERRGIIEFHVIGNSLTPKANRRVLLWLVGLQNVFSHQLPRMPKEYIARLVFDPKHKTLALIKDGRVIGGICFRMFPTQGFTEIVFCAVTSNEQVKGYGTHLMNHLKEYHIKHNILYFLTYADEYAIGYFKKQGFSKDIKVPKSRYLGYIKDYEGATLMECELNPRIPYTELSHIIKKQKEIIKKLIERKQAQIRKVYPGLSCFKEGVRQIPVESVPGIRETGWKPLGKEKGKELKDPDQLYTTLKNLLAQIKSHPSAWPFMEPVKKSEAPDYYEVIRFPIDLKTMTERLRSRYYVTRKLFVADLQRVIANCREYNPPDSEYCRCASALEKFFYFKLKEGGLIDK
#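 Preincubate 20nM GCN5L2 with compound 15 min, RT → add 50uM ThioGlo1 + 75uM H3(1-25) + 70uM acetyl-CoA → read fluorescence 0 and 20 min. Primary qHTS; fluorescent artifacts likely.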
# DT40 TDP1 no CPT = qHTS for Inhibitors of human tyrosyl-DNA phosphodiesterase 1 (TDP1): qHTS in cells in absence of CPT; DT40 Tdp1-/- hTDP1 cells, no CPT, ATP luminescence, 48 h; Potency, µM (titrated, usually from 46.2 µM), for the others: at the top dose activity change, negative = growth inhibition, most hits filed as inhibitors; 420,000 tested, 15% active; further: nearly all actives have a fitted effect of over 55% in size
#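 Chicken DT40 Tdp1-/- cells stably complemented with human TDP1 were seeded at 400 cells/well with DMSO in place of 20 nM camptothecin. After compound pinning, cells grew at least 48 hr at 37 °C; viability read by CellTiter-Glo luminescence.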
# * hit, by the source's call; u = inconclusive; x = not tested or not shown; & = joins results of further samples; [ ] = another dose, or the depositor's remark. The call rests on the fitted dose curve; in most records, active means well fitted curve in the direction sought with a large enough effect; inconclusive means small, poorly fitted or top-dose-only effect, or another doubt; inactive means no such curve, though single readings can be large; an effect the other way counts as inactive or inconclusive. On the % scale 0 is the no-effect control and ±100 the full control effect; potency means the concentration at half of the fitted maximal effect. Some of the compounds tested, so the mix of outcomes need not match the whole.
mol,DT40 TDP1 CPT,KAT2A inh,DT40 TDP1 no CPT
COc1ccc(Cn2nnnc2C(c2cc3cc(C)ccc3[nH]c2=O)N2CCN(C)CC2)cc1 (centres undefined),-2%,5%,-21%
O=C(N/N=C/c1ccc(OC(F)F)cc1OC(F)F)NC1CCCCC1,u,-7%,u
COCCNC(=O)C(c1cccnc1)N(Cc1ccc(C)cc1)C(=O)Cn1nnc2ccccc21 (centres undefined),-1%,-2%,1%
CCc1cccc(C)c1NC(=O)CCN1C(=O)NC(C)(C)C1=O,3%,-3%,-3%
CC(C)c1ccc(/C=N/N2CCN(c3ccccn3)CC2)cc1,10%,-7%,2%
OC1(c2cccs2)CN(c2ccc(Cl)cc2)C2=[N+]1CCCC2 (centres undefined),u,-3%,u
CCC(C)C(=O)Nc1ccc(S(=O)(=O)N2CCCC2)cc1 (centres undefined),1%,-3%,2%
Cc1cc(C)cc(NC(=O)CN2C(=O)COc3ccc(S(=O)(=O)N4CCCC4)cc32)c1,u,-1%,u
CCOc1ccc(NC(=O)CSc2nnc(C)n2CC)cc1,-5%,u,-1%
COc1ccc(OC)c(NC(=O)CN2C(=O)C(=O)N(Cc3ccccc3)C2=O)c1,-11%,0%,15%

# Record cards (already shown). Order of values: DT40 TDP1 CPT | KAT2A inh | DT40 TDP1 no CPT
# Listed for CCc1cccc(C)c1NC(=O)CCN1C(=O)NC(C)(C)C1=O → 3% | -3% | -3%
# Listed for OC1(c2cccs2)CN(c2ccc(Cl)cc2)C2=[N+]1CCCC2 (centres undefined) → u | -3% | u
# Listed for CCC(C)C(=O)Nc1ccc(S(=O)(=O)N2CCCC2)cc1 (centres undefined) → 1% | -3% | 2%

# (cont.)
mol,DT40 TDP1 CPT,KAT2A inh,DT40 TDP1 no CPT
CN(Cc1nc2ccc(F)cc2[nH]1)Cc1c(C(=O)N(C)C)nc2ccc(Cl)cn12,-2%,5%,-15%
NC(=S)NNC(=O)[C@@H]1CCCC[C@@H]1C(=O)O,-17%,-7%,-23%
COc1cc(O)c(C(CCN2CCN(c3ccccc3)CC2)c2ccc(N(C)C)cc2)c(OC)c1 (centres undefined),13µM*,-10%,21µM*
O=C(CSc1nnnn1Cc1ccccc1)NCC(=O)c1ccccc1,-20%,0%,0%
CCOc1ccc(Cn2c(=O)oc3ccccc32)cc1,-13%&-28%,-21%&-6%,u
O=C(C(Cl)c1ccccc1)N1CCCC1 (centres undefined),u,0%,u
CC(C)(C)SCCNC(=O)/C=C/c1cccc([N+](=O)[O-])c1,-3%,-4%,u
CCOC(=O)c1c(NC(=O)c2cccs2)sc(C(=O)N2CCOCC2)c1C,u,x,u
O=C(Nc1nc2ccccc2[nH]1)C1CCCC1,-4%,-10%,-19%
c1ccc(Cn2ccnc2SCc2nnc(-c3ccccc3)o2)cc1,u,x,u

# More records follow.
mol,DT40 TDP1 CPT,KAT2A inh,DT40 TDP1 no CPT
O=C([C@H](Cc1ccc(O)cc1)n1cc(CCO)nn1)N1CCNCC1,3%,1%,4%
O=S(=O)(NCc1ccc(Cl)cc1)c1ccc(-c2cnc(C3CC3)o2)cc1,u,33%[activator],u
CCCNC(=O)CCc1nnc2ccc(N3CCC(C)CC3)nn12,-14%,-1%,0%
O=C(CSc1nc2ccccc2c2nc3ccccc3n12)NCc1ccco1,26µM*,-10%,23µM*
COc1ccc(N2CCN(C(=O)COC(=O)c3nc(Cl)ccc3Cl)CC2)cc1,-13%,x,-3%
COc1ccc(NC(=O)c2cc(-c3cc(OC)c(OC)c(OC)c3)nc3ccccc23)c(OC)c1,13µM*,-15%,8.2µM*
COc1ccccc1C(=O)NNC(=O)c1ccc(Br)o1,-9%,-5%,-24%
COc1cccc(/C=C2/Sc3ccc(C(=O)NCCN4CCCC4)cc3NC2=O)c1,16µM*,-10%,u
O=C(Cc1ccccc1)NC1(O)C(=O)c2ccccc2C1=O,-24%,-17%,u
O=C(NCC(c1ccco1)N1CCOCC1)c1cccc([N+](=O)[O-])c1 (centres undefined),-12%,-8%,14%

# (more compounds)
mol,DT40 TDP1 CPT,KAT2A inh,DT40 TDP1 no CPT
OC(CN1CCN(c2ccccn2)CC1)Cn1c2ccc(Cl)cc2c2cc(Cl)ccc21 (centres undefined),u,-18%,u
COc1ccc(N=c2oc3cc(O)ccc3cc2C(=O)NCC2CCCO2)cc1 (centres undefined),u,-4%,u
COc1ccc(CNC(=O)[C@@H]2CC=C[C@@H]3CCN(C4CC4)C(=O)[C@@H]32)cc1,-24%&-10%,x,-10%&-2%
CCN(CC)S(=O)(=O)c1ccc(C(=O)Nc2ccc(C(F)(F)F)n(C)c2=O)cc1,-5%,-1%,-13%
CC(C)(C)NC[C@@H](O)COc1cccc2c1CCCC2=O,-5%,-5%,0%
OCCN1CCN(Cc2ccc3c(c2)CN(Cc2cc4ccccc4o2)CCO3)CC1,1%[9.04 µM],x,-21%
O=C(NCCN1CCOCC1)c1ccccc1Cl,0%,-8%,21%
O=C(NCCC1=CCCCC1)C1CCCN(S(=O)(=O)c2cccc3cccnc23)C1 (centres undefined),u,-6%,u
CCOC(=O)C(Cc1ccccc1)NC(=O)Cn1nnc(-c2ccccc2)n1 (centres undefined),-3%,-4%,-26%
CCCCOCCCNC1=NCCCCC1,-4%,1%,-11%

# Carrying on.
mol,DT40 TDP1 CPT,KAT2A inh,DT40 TDP1 no CPT
COc1ccc(S(=O)(=O)NCCCCCC(=O)NCCCN2CCOCC2)cc1,-19%,u,-5%
CCc1ccc(C(=O)CSc2nc(-c3ccccc3)nc3c2CCCC3)cc1,4%,-7%,-11%
CCCCNS(=O)(=O)c1ccc2c(c1)oc(=O)n2CC(=O)OCC,-10%,-10%,u
CCc1ccccc1OCC(=O)Nc1ccc(C)c(S(=O)(=O)N2CCCCCC2)c1,15µM*,-11%,u
Cc1[nH]c2ccccc2c1Cc1nnc(SCCC#N)o1,-17%,0%,-20%
O=[N+]([O-])c1ccc(CN2CC(N3CCCC3)CS2(=O)=O)cc1 (centres undefined),10%,x,-2%
CCCOc1ccc(C(=O)N(Cc2ccccc2Cl)C2CCS(=O)(=O)C2)cc1 (centres undefined),u,-8%,u
Cc1cc(C(F)(F)F)nn1CC(=O)NNC(=S)NCC(C)C,-17%,1%,-7%
COC(=O)c1ccc2c(=O)n(CCO)c(=S)[nH]c2c1,8%,-10%,-2%
O=C(Cc1ccc(Br)cc1)N/N=C/c1ccc(-c2cccc(C(=O)O)c2)o1,-4%,-27%,-11%

# Further records follow.
mol,DT40 TDP1 CPT,KAT2A inh,DT40 TDP1 no CPT
COc1cccc(NC(=O)/C=C\c2ccc(Cl)cc2)c1,30µM*,-20%,u
CC(=O)Nc1ccc(NC(=O)CSc2ccc(-c3cccs3)nn2)cc1,4%,-9%,3%
Nn1c(SCC(=O)N2CCCC2)nnc1-c1cccs1,-4%,x,-11%
Cc1cc(-n2nc(C)cc2C)nc(NS(=O)(=O)c2ccccc2)n1,-21%,1%,-1%
COC(=O)c1ccc(NC(=O)N2CCN(Cc3cc(=O)n4nc(-c5ccc(C)cc5)sc4n3)CC2)cc1,-1%,-1%,-10%
O=C(NCCC(=O)N1CCN(c2ncccn2)CC1)c1ccccc1Cl,0%,1%,-15%
COc1cccc(OCc2nc3ccccc3n2CCOc2cccc(C)c2)c1,u,-13%,u
COC(=O)c1ccccc1NC(=O)C1CCCN(S(C)(=O)=O)C1 (centres undefined),-1%,-8%,-2%
OCCN1CCN(Cc2cc(Cl)c3cccnc3c2O)CC1,u,-6%,u
COC(=O)c1c(C(=O)OC)c2n(c1C)CCS2,9%,-1%,-17%

# The list continues:
mol,DT40 TDP1 CPT,KAT2A inh,DT40 TDP1 no CPT
CC(C)CNS(=O)(=O)c1ccc(CCC(=O)NCCc2ccccc2)cc1,19%,-2%,-6%
O=C(Oc1ccc(-n2cnnn2)cc1)c1ccco1,-14%,-5%,-13%
c1nc(NC2CC2)c2cc(-c3ccoc3)ccc2n1,u,-28%,-25%
NCCN=C1NS(=O)(=O)c2ccccc21,-14%,-1%,-9%
NC(=O)CS(=O)(=O)c1nc2ccccc2n1CC(=O)N1CCCCC1,2%,-2%,-7%
CCOCC(O)CNC(=O)c1ccc2nc(Cc3ccc(OC)c(OC)c3)oc2c1 (centres undefined),-13%,-6%,-26%
CN(C)CCN1C(=O)c2oc3ccc(F)cc3c(=O)c2C1c1ccncc1 (centres undefined),8%,-7%,14%
Cc1ccc(OCC(O)CN2CCOCC2)cc1 (centres undefined),18%,-5%,7%
CC(C)c1ccc(NC(=S)NCc2ccc3c(c2)OCO3)cc1,-28%,-7%,u
CC(C)(C)c1nnc(NC(=O)CN2C(=O)C3C4C=CC(C4)C3C2=O)s1 (centres undefined),-10%,-6%,-16%

# (further entries)
mol,DT40 TDP1 CPT,KAT2A inh,DT40 TDP1 no CPT
CCN(c1cccc(C(F)(F)F)c1)S(=O)(=O)c1ccc2c(c1)CCN2C(=O)C1CC1,16µM*,-22%,16µM*
COc1cc(C(C)=O)ccc1OC(=O)N1CCOCC1,-16%,x,-20%
Cc1cccc(OCC(=O)NCC(=O)N/N=C/c2c(C)[nH]c3ccccc23)c1,-29%,6%,u
CC(=O)OCCC(C)CCC=C(C)C (centres undefined),9%,-3%,-5%
Cc1cn([C@H](C(=O)NCCCCCCCCCCC(=O)N2CCNCC2)[C@@H](C)O)nn1,-8%,-3%,u
CN(C(=O)COC(=O)/C=C/c1ccc(C(F)(F)F)cc1)c1c(N)n(Cc2ccccc2)c(=O)[nH]c1=O,6.5µM*,2%,6.5µM*
Nc1nc(-c2cccs2)c(-c2cccs2)s1,-16%,-8%,23%
COc1ccccc1NC(=O)Cc1c(F)cccc1Cl,u,13%,u
S=c1[nH]nc(-c2ccco2)n1/N=C/c1cccs1,-5%,-10%,9%
O=C(NC1CCCCC1)C(c1ccnc2ccccc12)N1CCOCC1 (centres undefined),-27%,x,-16%

# New compounds follow
mol,DT40 TDP1 CPT,KAT2A inh,DT40 TDP1 no CPT
COc1ccc(C(CNC(=O)c2cccc(S(=O)(=O)N3CCCc4ccccc43)c2)N(C)C)cc1 (centres undefined),u,x,u
Cc1ccc(-n2ncc(C(=O)N3CCN(C(=O)c4ccco4)CC3)c2C2CCN(C(=O)OC(C)(C)C)CC2)cc1,-3%,6%,-10%
Cc1cc2c(cc1S(=O)(=O)N1CCN(c3cccc(C)c3C)CC1)OCC(=O)N2,-19%,u,-23%
COc1ccc(-n2c(C)cc(C(=O)CSc3ccc(NC(C)=O)cc3)c2C)cc1,u,-13%,u
CCC(=O)Nc1nnc(CSCc2ccccc2)s1,7%,-2%,1%
COCCCN1CCc2nc(SCC(=O)Nc3ccc(C)c(Cl)c3)[nH]c(=O)c2C1,u,-3%,u
O=C1/C(=C\c2ccsc2)NC(=S)N1c1ccccc1,-5%,-14%,u
COC(=O)C(CC(=O)c1ccc(Cl)cc1)c1ccc(C)cc1 (centres undefined),4%,-8%,-26%
CSCCC(NC(=O)c1ccccc1Br)C(=O)N1CCCC(C(F)(F)F)C1 (centres undefined),0%,-25%,-5%
CS(=O)(=O)N(Cc1ccccc1)c1ccc(C(=O)NCc2cccnc2)cc1,-7%,1%,u

# Overlap with the part before: 3 compounds; new compounds follow.
mol,DT40 TDP1 CPT,KAT2A inh,DT40 TDP1 no CPT
COC(=O)C(CC(=O)c1ccc(Cl)cc1)c1ccc(C)cc1 (centres undefined),4%,-8%,-26%
CSCCC(NC(=O)c1ccccc1Br)C(=O)N1CCCC(C(F)(F)F)C1 (centres undefined),0%,-25%,-5%
CS(=O)(=O)N(Cc1ccccc1)c1ccc(C(=O)NCc2cccnc2)cc1,-7%,1%,u
O=C1CC(C(=O)Nc2ccccc2)C2(CCCCC2)O1 (centres undefined),3%,-1%,u
Cc1ccc(-n2c(SCC(=O)NCc3ccccc3)nc3c([nH]c4ccccc43)c2=O)cc1,u,-2%,-29%
COc1ccc(OC)c(C(=O)COC(=O)c2[nH]c(C)c(C(C)=O)c2C)c1,u,-10%,u
COc1ccc(-c2noc(N3CCCC(C(=O)Nc4cc(F)ccc4F)C3)n2)cc1 (centres undefined),u,u,18µM*
O=C(CNC(=O)c1ccccc1Br)NCCSc1ccc(Br)cc1,u,-1%,18µM*
CCOC(=O)c1c(C)[nH]c(C)c1S(=O)(=O)N(C)CC(=O)Nc1ccc(C)cn1,2%,-15%,17%
COc1cc(-c2cc3nc(NCc4ccco4)ccn3n2)cc(OC)c1OC,21µM*,x,12µM*
O=C(Nc1ccc(NC(=S)NC(=O)c2cccs2)cc1)c1ccco1,-8%,0%,1%
